AHR activator – activates the human aryl hydrocarbon receptor. P35869. activation, % at 5 µM. AID 2796. hit rate 2.5% among 320,000. AHR-responsive luciferase reporter cells, luminescence; in the data active means activation above about 47%;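 further: 0% = vehicle wells and 100% = reference agonist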
Target sequence (P35869 whole entry, looked up): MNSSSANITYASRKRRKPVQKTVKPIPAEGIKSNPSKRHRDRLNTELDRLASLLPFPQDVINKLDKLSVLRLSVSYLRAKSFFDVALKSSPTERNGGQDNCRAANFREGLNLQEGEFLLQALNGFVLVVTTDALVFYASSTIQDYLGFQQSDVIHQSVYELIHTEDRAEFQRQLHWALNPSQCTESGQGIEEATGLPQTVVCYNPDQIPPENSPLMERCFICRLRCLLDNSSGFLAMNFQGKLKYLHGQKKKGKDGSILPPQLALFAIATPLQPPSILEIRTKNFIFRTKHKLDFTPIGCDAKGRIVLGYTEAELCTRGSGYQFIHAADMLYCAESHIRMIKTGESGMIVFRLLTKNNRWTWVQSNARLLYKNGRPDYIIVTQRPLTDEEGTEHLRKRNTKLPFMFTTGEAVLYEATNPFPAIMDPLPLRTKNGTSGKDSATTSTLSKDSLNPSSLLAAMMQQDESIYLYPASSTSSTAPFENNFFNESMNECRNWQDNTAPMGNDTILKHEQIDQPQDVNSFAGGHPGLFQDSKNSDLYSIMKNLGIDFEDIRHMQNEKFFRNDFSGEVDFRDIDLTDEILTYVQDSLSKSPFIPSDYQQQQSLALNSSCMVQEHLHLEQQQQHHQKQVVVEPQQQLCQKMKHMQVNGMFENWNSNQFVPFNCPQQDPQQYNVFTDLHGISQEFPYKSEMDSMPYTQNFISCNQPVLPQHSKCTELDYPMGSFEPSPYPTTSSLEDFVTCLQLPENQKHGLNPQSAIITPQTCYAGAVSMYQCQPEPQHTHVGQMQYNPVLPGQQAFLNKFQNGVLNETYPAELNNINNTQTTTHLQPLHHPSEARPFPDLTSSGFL
RPL19A-GFP yeast – modulators of TOR pathway RPL19A-GFP in S. cerevisiae. S. cerevisiae RPL19A-GFP strain, flow cytometry, 3 h; active compounds read low. percent response vs DMSO, % at 10 µM. hit rate 0.3% among 330,000;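 active means percent response vs DMSO below 50%; inconclusive means fewer than 70 events counted for the yeast strain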;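 further: median channel GFP fluorescence of the barcoded RPL19A-GFP strain; ratio of sample median GFP to plate DMSO average so 100% = DMSO; lower means less RPL19A-GFP as with rapamycin TOR inhibition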
LAP4-GFP MLPCN – alters LAP4-GFP fluorescence in TOR pathway yeast screen. hit rate 0.34% among 320,000. S. cerevisiae LAP4-GFP multiplex, flow cytometry GFP, 3 h; median GFP as percent of DMSO wells. GFP response vs DMSO, % at 10 µM;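 active means GFP response vs DMSO above a set limit, about the screen mean plus 3 SD, cut at about 150% in these data; inconclusive means under 70 cell events counted for the yeast strain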
AGP1 TOR yeast – alters AGP1-GFP fluorescence in TOR pathway yeast screen. GFP response vs DMSO, % at 10 µM. S. cerevisiae AGP1-GFP multiplex flow cytometry, 3 h; GFP as percent of DMSO wells. hit rate 0.02% among 320,000. AID 2066;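 active means GFP response relative to DMSO above a set limit, near screen average plus 3 SD, cut at about 150% in these data; inconclusive means fewer than 70 cells counted for the yeast strain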;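 further: median GFP channel fluorescence of the gated AGP1 strain per well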
proCasp3 act – procaspase-3 (human) activation; P42574; recombinant procaspase-3 D3A, Ac-DEVD-pNA absorbance 405 nm; activation, % at 8.5 µM; hit rate 0.11% among 330,000;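 active means activation above the mean of all tested compounds plus 3 SD, cut at about 21% in these data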;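 further: 0% = DMSO alone and 100% = DMSO wells spiked with extra 5 µM PC-3 D3A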
Target sequence (P42574 whole entry D9A/D28A/D175A): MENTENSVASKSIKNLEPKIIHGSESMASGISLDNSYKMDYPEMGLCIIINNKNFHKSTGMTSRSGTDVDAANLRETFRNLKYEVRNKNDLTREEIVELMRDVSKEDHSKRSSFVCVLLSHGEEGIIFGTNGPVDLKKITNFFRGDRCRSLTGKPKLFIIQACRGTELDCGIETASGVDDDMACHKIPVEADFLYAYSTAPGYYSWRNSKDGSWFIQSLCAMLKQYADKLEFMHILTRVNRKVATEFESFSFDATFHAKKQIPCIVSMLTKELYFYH
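Assay system: Autoprocessing-dead procaspase-3 D3A mutant enzyme; also added: Ac-DEVD-pNA; doses: one concentration, 8.5 µM nominal, 0.8% DMSO; times: 1 h compound preincubation, 2 h substrate hydrolysis at 25 °C; technique: 405 nm absorbance of p-nitroaniline, reads at 0 and 120 min; measure: % activation between DMSO and enzyme-spiked controls; repeats: single replicate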
MEP2 TOR yeast – yeast TOR pathway MEP2-GFP modulation. S. cerevisiae MEP2-GFP strain, flow cytometry GFP, 3 h; 100% = DMSO control level. GFP response vs DMSO, % at 10 µM. hit rate 0.51% among 330,000. AID 2016;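 active means GFP response versus DMSO above a set limit, roughly screen mean plus 3 SD, cut at about 180% in these data; inconclusive means fewer than 70 cells counted for a yeast strain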;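 further: median GFP fluorescence of the barcode-gated MEP2-GFP cells per well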
procasp7 counter – counter-screen: procaspase-7 (human) activation | hit rate 0.093% among 330,000 | recombinant procaspase-7, Ac-DEVD-pNA absorbance 405 nm; D23A/D198A/D206A triple mutant, cannot self-cleave; scale: DMSO 0, 5 µM enzyme 100 | P55210 | activation, % at 8.5 µM;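 active means percent activation above the screen-wide mean plus 3 SD, cut at about 25% in these data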
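signal = Epi-absorbance of released pNA at 405 nm, two timepoints | assay system = Uncleavable procaspase-7 mutant enzyme | reagent = Ac-DEVD-pNA substrate, 400 µM as added | times = 1 h enzyme–compound preincubation and 2 h substrate reaction, both 25 °C | benchmarks = low DMSO alone, high DMSO plus 5 µM PC-7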
CIT2 TOR yeast – yeast TOR pathway CIT2-GFP modulation. GFP response vs DMSO, % at 10 µM. S. cerevisiae CIT2-GFP strain, flow cytometry, 3 h; 100 means same as DMSO wells. AID 2029. hit rate 0.065% among 320,000;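 active means GFP response relative to DMSO above a set limit, near the screen mean plus 3 SD, cut at about 150% in these data; inconclusive means Fewer than 70 cells measured for a yeast strain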;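 further: ratio of well median GFP fluorescence to mean of DMSO wells on the plate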
* marks the source's active call; other numbers are inactive results; ? = inconclusive; · = not tested or not shown; [ ] = remark or other dose.

The first 2 compounds, ahead of the listing:
Values in the order: AHR activator	RPL19A-GFP yeast	LAP4-GFP MLPCN	AGP1 TOR yeast	proCasp3 act	MEP2 TOR yeast	procasp7 counter	CIT2 TOR yeast
Cc1cccn2c(=O)c(C=C(C#N)C#N)c(N3CCN(c4cccc(Cl)c4)CC3)nc12
→ 38	101	100	99	-11	103	-14	102
COc1ccc(CCN2C(=O)C3C(C2=O)C2C=CC3C23CC3)cc1OC (stereo not drawn)
→ 9	98	101	101	3	101	9	101

The list itself, repeating the preview:
Values in the order: AHR activator	RPL19A-GFP yeast	LAP4-GFP MLPCN	AGP1 TOR yeast	proCasp3 act	MEP2 TOR yeast	procasp7 counter	CIT2 TOR yeast
Cc1cccn2c(=O)c(C=C(C#N)C#N)c(N3CCN(c4cccc(Cl)c4)CC3)nc12
→ 38	101	100	99	-11	103	-14	102
COc1ccc(CCN2C(=O)C3C(C2=O)C2C=CC3C23CC3)cc1OC (stereo not drawn)
→ 9	98	101	101	3	101	9	101
O=C(Cn1c(-c2ccccc2)c[n+]2ccsc12)c1ccccc1
→ 0	96	91	102	-2	95	-1	98
O=C1/C(=C/c2ccccc2F)SC(=S)N1CCC(=O)N1CCCCC1CCO (stereo not drawn)
→ -2	98	96	97	-12	88	-7	90
COc1ccc2[nH]c(=O)c(CN(C)C(=O)c3cccs3)cc2c1
→ 4	101	106	111	11	100	17	101
CCOC(=O)c1cc(CC)sc1NC(=O)Cc1ccccc1
→ 0	96	105	100	-6	103	-7	92
Cc1cccc(OCCC(=O)Nc2ccc(Cl)cc2F)c1
→ -5	102	99	99	11	111	10	95
CCCCn1c(=O)c(C(=O)c2ccccc2)nc2ccccc21
→ -4	102	86	104	-8	109	3	106
COc1ccc(NC(=O)/C=C/c2ccc(F)cc2)cn1
→ 1	97	104	93	-8	101	0	92
CC1(O)N(CCC(=O)Nc2cccc(F)c2)C(=O)OC12CCCCC2 (stereo not drawn)
→ 3	99	101	104	-3	95	-5	100
CC1CC(C)CN(c2ccc(C(=O)OCC(=O)NC3CCCc4ccccc43)cc2[N+](=O)[O-])C1 (stereo not drawn)
→ 0	102	99	94	-12	100	6	111
CCOc1c(C)cnc2c1c(=O)n(Cc1ccc(Cl)cc1)c(=O)n2C
→ 3	109	97	105	3	111	-1	118
COc1ccc(C2CC(c3ccc4ccccc4c3)=NN2C(=O)CN2CCC(C(N)=O)CC2)cc1 (stereo not drawn)
→ 4	100	100	101	-2	97	3	102
C/C=C(\C)CN1CCCC(CO)(Cc2ccccc2)C1 (stereo not drawn)
→ 3	95	84	89	0	94	0	90
O=C(COC(=O)c1cncc(Br)c1)NCc1ccccc1
→ 0	103	107	108	2	100	7	101
CCOc1ccc(NC(=O)Cn2nnc(C(=O)NCc3cccs3)c2N)cc1
→ 1	103	101	102	1	108	-6	107
COC(=O)c1ccc(C2C(C(=O)c3cc4ccccc4o3)=C(O)C(=O)N2CCCN(C)C)cc1 (stereo not drawn)
→ 3	100	96	107	-23	100	-43	100
CCOC(=O)C1CCN(C(=O)Cn2nc(C)n3cccc3c2=O)CC1
→ 1	103	107	105	-5	99	17	107
CCOC(=O)c1c(NC(=O)c2ccc(C)cc2)sc2c1CC(C)(C)OC2
→ 8	98	98	103	-3	99	-11	108
CN(C)CCCNc1oc(/C=C/c2ccccc2)nc1C#N
→ 8	91	99	93	-2	98	2	90
Cc1nn(C)c(C)c1NS(=O)(=O)c1ccc(Cl)cc1
→ 0	98	112	104	0	104	-3	97
O=C(CSc1nnc(NC(=O)C2CC(=O)N(c3ccc(F)cc3)C2)s1)NC1CCCC1 (stereo not drawn)
→ 1	97	93	97	-5	95	5	98
Cc1ccc(C)c(SCC(=O)NC(=O)NC2CCCC2)c1
→ 6	100	105	108	-2	102	6	100
O=C(NC1CCCc2ccccc21)C1CCN(S(=O)(=O)c2ccccc2)CC1 (stereo not drawn)
→ 0	98	100	97	-3	104	4	93
Cc1ccc(-c2n[nH]c(=O)c3ccccc23)cc1S(=O)(=O)NCCN1CCOCC1
→ 4	94	88	94	7	90	6	92
CCN(CC)C(=O)C(=O)N/N=C/c1cccs1
→ 5	98	94	98	-3	97	3	96
O=C(NCCC(=O)N1CCCC1)c1ccccc1Cl
→ -3	104	98	102	-1	99	-3	100
COc1ccc(NC(=O)C2C3C=CC4(O3)C2C(=O)N(CCN2CCCCC2)C4C(=O)NC2CCCCC2)cc1 (stereo not drawn)
→ 1	96	91	95	1	100	-2	96
CC1(C)CC(=O)c2cnc(NC(=O)Cc3ccc(Cl)cc3)nc2C1
→ 2	94	97	92	-6	99	-1	93
Cc1c[nH]c2cccc(OCC(O)CNC(C)(C)C)c12 (stereo not drawn)
→ 2	99	93	108	7	102	4	95
CCCN1C(=O)C(O)(C2CC(=O)CC(C)(C)O2)c2ccccc21 (stereo not drawn)
→ 1	90	88	85	-1	89	-3	91
CCc1ccccc1NC(=O)c1ccc(S(=O)(=O)NCC2CCCO2)cc1 (stereo not drawn)
→ 0	97	96	100	4	101	-4	101
O=C(NCCCn1ccnc1)c1cc(C(=O)C2CCCCC2)c[nH]1
→ 20	94	100	98	-2	97	5	91
C/C(=N/NC(=O)c1ccccc1)C1=C(O)CC(C)(C)CC1=O
→ 7	105	105	103	5	103	-1	94
CCOc1ccccc1N1CCN(C(=O)CCCc2nc3ccccc3s2)CC1
→ 15	96	92	95	6	93	-7	88
Cc1ccc(Sc2ncccc2N)cc1
→ 2	102	108	105	-3	101	11	97
COc1cc(/C=C(\C#N)C(=O)Nc2ccccc2)ccc1OCCN1CCOCC1
→ -7	105	96	106	6	108	-10	107
CC1CCC(N2CCN(c3ncccn3)CC2)C1 (stereo not drawn)
→ -1	87	90	91	4	91	11	97
Cc1ccc(N(Cc2ccccc2)C(=O)c2ccc(Cl)c(S(=O)(=O)N3CCOCC3)c2)cc1
→ 0	101	102	110	-2	100	7	96
CC(C)(C)OC(=O)N/N=C\c1ccc(OC(=O)c2cccs2)cc1
→ 15	101	93	94	0	97	-6	105
CSc1ccccc1OCc1cc(C(=O)NCCN2CCCc3ccccc32)no1
→ 15	98	90	99	4	104	4	99
CCC1CCCCN1CCCNC(=O)c1ccc(CS(=O)(=O)Cc2ccc(Cl)cc2)o1 (stereo not drawn)
→ 0	97	99	100	4	108	3	108
Oc1cccc2ccc(N3CCOCC3)nc12
→ -1	?	89[may fluoresce red]	80[may fluoresce red]	3	90[may fluoresce red]	7	85[may fluoresce red]
COc1ccc(CCCCCCOCc2ccccc2)cc1
→ -2	99	101	99	-4	94	-13	92
Nc1cc(Cl)nc(N/N=C/c2c(O)ccc3ccccc23)n1
→ 55*	92	121	91	2	104	-14	95
Cc1ccc(C)c(-n2cc(CN3CCN(C(=O)c4ncn[nH]4)CC3)c(-c3ccccc3)n2)c1
→ 20	104	98	103	2	99	6	99
COc1ccccc1NC(=O)Cc1csc(NC(=S)Nc2ccccc2)n1
→ 11	107	103	108	-5	106	-7	102
CN(C)S(=O)(=O)n1cc(/C=C(\NC(=O)c2ccccc2)C(=O)NCCCN2CCOCC2)c2ccccc21
→ 2	101	98	101	-1	111	1	105
CC(=O)Oc1ccc(-c2cccc(C(=O)O)c2)cc1
→ 2	99	104	105	11	105	5	99
CCn1nc(-c2ccccc2)c2nc3ccccc3nc21
→ 19	99	99	100	0	102	-2	96
CC(C)(C)n1nnnc1C(c1cc2cc3c(cc2[nH]c1=O)OCCO3)N1CCSCC1 (stereo not drawn)
→ 3	95	93	99	-1	96	-5	100
COc1ccc(C(=O)NNC(=O)C(=O)NC2CCCCC2)cc1
→ 0	102	102	105	-5	104	-7	108
O=C(Nc1ccc(Br)cc1)C1CC(O)CN1C(=O)OCc1ccccc1 (stereo not drawn)
→ 0	98	98	98	-2	102	2	98
O=C(C1=C[C@H](c2csc3ccccc23)C[C@H](OCc2ccc(CO)cc2)O1)N1CCCCCCC1
→ 6	100	127	88	-6	94	4	92
C(=N\Nc1nc(-c2ccccc2)cs1)/c1cccs1
→ 60*	104	105	98	-38	90	-32	94
Cc1ccc(S(=O)(=O)N2CC[C@@H]2C(=O)O)cc1
→ 4	96	112	109	7	102	-4	104
Cc1ccc2c(c1)N(CCC(=O)NCc1ccc3c(c1)OCO3)C(=O)CO2
→ -1	95	105	97	8	108	-6	98
CCN(CC)S(=O)(=O)c1ccc(/C(O)=C2/C(=O)C(=O)N(CCOC)C2c2ccccc2)cc1 (stereo not drawn)
→ 3	96	97	100	-2	97	0	99
COc1ccc([N+](=O)[O-])cc1NC(=O)C(C)OC(=O)CC1CCCC1 (stereo not drawn)
→ 0	95	100	97	8	104	6	94
Cc1cc(OCC(=O)NCc2ccncc2)c2c(C)cc(=O)oc2c1
→ 61*	105	98	109	-3	102	-2	107

Next part
Values in the order: AHR activator	RPL19A-GFP yeast	LAP4-GFP MLPCN	AGP1 TOR yeast	proCasp3 act	MEP2 TOR yeast	procasp7 counter	CIT2 TOR yeast
CCOC(=O)C1CCN(C(=O)CCc2nnc3ccc(N4CCC(C)CC4)nn23)CC1
→ -3	99	91	97	-2	98	16	104
C=CC1=C(C(=O)O)N2C(=O)[C@@H](NC(=O)/C(=N/OCC(=O)O)c3csc(N)n3)[C@H]2SC1
→ 2	96	103	82	-11	100	-10	76
COc1ccc(C(=O)c2ccccc2)c(OCC(=O)N(C)C)c1
→ 1	102	91	99	-2	107	-9	101
CN(CC(=O)Nc1ccccc1-c1ccccc1)Cc1ccccc1Cl
→ 2	97	102	96	4	95	-6	91
Cc1ccc(S(=O)(=O)n2nc(-c3ccc(Cl)cc3)nc2NCc2ccco2)cc1
→ 3	98	106	99	10	104	6	102
CC(C)=CCN1CCN(Cc2cccc3c2OCO3)CC1CCO (stereo not drawn)
→ -1	100	115	114	0	103	7	110
CCOC(=O)C1CCN(S(=O)(=O)c2ccc(C(C)=O)cc2)CC1
→ 1	99	105	99	5	103	-8	100
O=C(CC1C(=O)OCN1C(=O)OCc1ccccc1)OCC(=O)c1ccccc1 (stereo not drawn)
→ 0	102	103	103	-1	103	9	114
CC1CCN(C(=O)CCc2nc3cc(S(=O)(=O)N(C)C)ccc3n2C)CC1
→ 3	101	109	102	-4	106	1	109
O=C(COc1ccc(F)cc1)NCCNC(=O)COc1ccc(F)cc1
→ 0	95	90	91	2	91	-2	88
O=C(CCC(=O)Nc1cccc(C(F)(F)F)c1)NCC1CCCO1 (stereo not drawn)
→ 0	103	94	95	5	111	11	96
CCCCNCc1cc(Br)c(OCC(=O)N2CCOCC2)c(OC)c1
→ -3	93	87	97	4	101	11	·
C=C[C@H](CC(C)C)N(Cc1ccccc1)S(=O)(=O)N(Cc1ccc(OC)cc1)[C@H](C=C)CC(C)C
→ -1	94	103	96	4	89	0	98
CC(C)c1ccccc1NC(=S)NC1CCN(Cc2ccccc2)CC1
→ 3	107	85	102	0	90	1	98
COc1ccc(-c2ccc(C(=O)O)c(=O)[nH]2)cc1
→ 1	103	111	108	0	112	-7	122
O=C(NNC(=S)NCc1ccco1)c1ccc(Cl)s1
→ -1	107	110	108	-5	111	-9	114
COc1cc2c(cc1OC)CN(CC(=O)NC(=O)NC(C)(C)C)CC2
→ 1	98	121	100	5	140	0	102

Bioassay records from PubChem.
